Source: PubChem BioAssay
PMK inhibit: S. pneumoniae PMK inhibitors, primary screen, biochemical, mevalonate pathway, pilot trial included; phosphomevalonate kinase (Streptococcus pneumoniae D39); purified PMK, PK/LDH-coupled NADH absorbance 340 nm; inhibition, % at 10 µM; hit rate 0.49% among 65,000;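 active means top-ranked compounds by inhibition in the single 10 µM screen, taking a fixed number of the strongest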;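 further: 0% = full reaction with DMSO carrier and 100% = background rate without enzyme reaction; no value below 0 was filed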
Bfl-1 displacement: Bfl-1 inhibitors, primary screen, biochemical, fluorescence polarization, FITC-Bid, mouse (AID 432). hit rate 0.02% among 64,000. one-dose displacement, % at 20 µM; IC50 in µM for titrated hits. FITC-Bid BH3 peptide fluorescence polarization displacement; higher % means a stronger effect. Bcl-2-related protein A1 (Mus musculus); in the data active means a potency from the dose series; inactive means the rest, 99 in 100 with displacement below about 15%; further: strong numbers were not always called active
DPM-DC inhibit: S. pneumoniae DPM-DC inhibitors, primary screen, biochemical, PK/LDH-coupled NADH fluorescence; AID 556, 2006; purified DPM-DC; calls only at 10 µM; hit rate 0.49% among 65,000; diphosphomevalonate decarboxylase (Streptococcus pneumoniae D39);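 active means the 320 compounds with the highest percent inhibition in the single-dose primary screen, excluding strongly autofluorescent ones, cut at about 32% in these data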;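 further: kinetic rate of NADH fluorescence loss reporting ADP formed by the decarboxylase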
HPDE-C7 cytotoxicity: cytotoxicity in HPDE-C7 cells, cell-based, fluorescence, HTS (AID 430); HPDE-C7 pancreatic duct cells viability, fluorescence; higher % means a stronger effect; cytotoxicity, % at 10 µM; hits with a dose series show EC50 in µM; hit rate 1.8% among 63,000;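 further: cells exposed to compound for 48 hours before viability readout; 0% = vehicle and 100% = reference cytotoxic drug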
LYP inhibition: LYP phosphatase inhibitors, primary screen, biochemical, DiFMUP fluorescence, recombinant catalytic domain, 10 µM (AID 606); Tyrosine-protein phosphatase non-receptor type 22 (Homo sapiens); recombinant LYP catalytic domain, DiFMUP fluorescence; higher % means a stronger effect; inhibition, % at 10 µM; hits with a dose series show IC50 in µM; 52,000 tested, under 10 active;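 active means IC50 under 40 µM in the dose-response test; inactive means IC50 of 40 µM or more, or never dose-tested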
TNAP inhibition: human TNAP enzyme inhibitors, biochemical, luminescent (AID 518). hit rate 0.09% among 64,000. purified TNAP enzyme, luminescent substrate readout; higher % means a stronger effect. inhibition, % at 20 µM; hits with a dose series show IC50 in µM. Alkaline phosphatase, tissue-nonspecific isozyme (Homo sapiens); in the data active means a potency from the dose series; inactive means the rest, 99 in 100 with inhibition below about 22%;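 further: plate controls were vehicle for no effect and reference inhibitor for full effect; many of its hits are not listed in these tables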
HPDE-C7K KRASV12: cytotoxicity in KRAS-transformed pancreatic duct cells, primary screen, cell-based, fluorescence, HTS (AID 431); HPDE-C7K KRASV12 cells, Alamar Blue viability, 48 h; higher % means a stronger effect; cytotoxicity, % at 10 µM; hits with a dose series show EC50 in µM; hit rate 1.7% among 63,000;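 active means compounds whose percent cytotoxicity in the single-dose primary screen, scaled between solvent and toxic-drug controls, exceeds 50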;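 further: 0% = DMSO solvent wells and 100% = doxorubicin-treated wells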
HT1080 cytotoxicity: cytotoxicity in HT1080 fibrosarcoma cells, cell-based, fluorescence readout (AID 620); HT1080 viability, fluorescence; higher % means a stronger effect; one-dose cytotoxicity, % at 10 µM; EC50 in µM for titrated hits; hit rate 0.42% among 87,000;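 further: cells exposed to compound overnight then 4 h with Alamar Blue; 0% = vehicle DMSO and 100% = killing control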
MK inhibit: S. pneumoniae MK inhibitors, primary screen, biochemical, PK/LDH-coupled NADH absorbance; mevalonate kinase [Streptococcus pneumoniae D39]; purified MK, PK/LDH-coupled NADH absorbance 340 nm; inhibition, % at 10 µM; hit rate 0.48% among 65,000;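 active means ranked among the strongest by inhibition in the single 10 µM screen, a fixed top-ranked set picked for dose follow-up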; further: no value below 0 was filed
PMK inhibit pilot replicates: further read-out of PMK inhibit, marked with its call; inhibition, %; measured here: pilot screen replicates
MK inhibit pilot replicates: recorded beside MK inhibit, whose call it bears; inhibition, %; measured here: pilot screen replicates
DPM-DC inhibit pilot screen %: second read-out of DPM-DC inhibit, no call of its own (marks repeat the call); inhibition, %; measured here: pilot screen trials
* marks the source's active call; other numbers are inactive results; i = inactive; / = no result given. Unless noted, no stated cut-off is given here; in the data, active means cytotoxicity above about 50%; inactive means the rest.

SMILES	PMK inhibit	Bfl-1 displacement	DPM-DC inhibit	HPDE-C7 cytotoxicity	LYP inhibition	TNAP inhibition	HPDE-C7K KRASV12	HT1080 cytotoxicity	MK inhibit	others
COc1ccc(C)cc1S(=O)(=O)NC1CCCCC1	11.0	-10.4%	i	-10.3%	/	6.4%	8.9%	2.3%	1.0
O=C(O)c1ccccc1C(=O)NCC(O)COCC1CC=CCC1 (centres undefined)	15.0	2.7%	i	-0.2%	3.3%	11.9%	-4.6%	14.1%	5.0
CCOc1ccc(NS(=O)(=O)c2ccc3c(c2)oc(=O)n3C)cc1	13.0	3.9%	i	-33.8%	17.6%	5.0%	-28.6%	-19.5%	6.0
CC(C)c1cc(C(=O)O)on1	8.0	5.8%	i	2.4%	/	-0.9%	3.5%	3.6%	9.0
CC1CCN(Cc2c(C#N)c3ccccc3n2C)CC1	11.0	-7.4%	i	-9.2%	1.5%	6.4%	3.1%	-5.2%	7.0
O=C(O)c1n[nH]c2c1CCCCC2	0.0	-6.3%	i	4.3%	/	1.5%	3.8%	8.8%	11.0
CCOC(=O)N1CCC(N2C(=O)c3ccc(C(=O)O)cc3C2=O)CC1	23.0	-6.4%	i	-6.8%	-2.3%	5.5%	-2.3%	35.7%	0.0
C=CCNc1nc(NCc2ccco2)nc(OCC)n1	12.0	-7.4%	i	-1.6%	1.3%	6.4%	4.5%	6.9%	9.0
COc1ccc(N2CCN(Cc3cc(=O)oc4cc5c(cc34)CCCC5)CC2)cc1	8.0	-9.5%	i	3.5%	/	8.2%	6.7%	-22.7%	6.0
CCOC(=O)c1c(NC(=O)c2cccs2)sc2c1CC(C)(C)OC2	3.0	-9.0%	i	3.2%	5.4%	4.9%	-0.6%	0.2%	9.0
COc1cccc(CNC(=O)c2cc3oc4ccccc4c3n2C)c1OC	7.0	-1.6%	i	53.5%*	5.7%	1.5%	42.9%	11.4%	3.0
O=C(OCn1nnc2ccccc2c1=O)c1cn(-c2ccccc2)nc1-c1cccnc1	21.0	-7.7%	i	-5.6%	7.8%	9.5%	-8.5%	-6.1%	0.0
CCOC(=O)C1CCCN(C(=O)Cc2ccc(OC)c(OC)c2)C1 (centres undefined)	2.0	-1.1%	i	-2.1%	-3.2%	10.8%	9.5%	6.7%	6.0	PMK inhibit pilot replicates=0.0;MK inhibit pilot replicates=0.0;DPM-DC inhibit pilot screen %=0.0
Cc1ccc(NC(C(N)=O)c2c(C)[nH]c(=O)[nH]c2=O)cc1 (centres undefined)	2.0	-5.5%	i	-3.1%	8.2%	0.7%	-6.4%	-5.5%	3.0
CCCCCCOC(=O)C(C#N)c1nc2ccccc2nc1N1CCOCC1 (centres undefined)	5.0	1.9%	i	-15.2%	3.8%	16.0%	-4.2%	17.2%	6.0
COc1ccc(O)c(C(=O)c2cnc3onc(C(C)C)c3c2)c1	0.0	-4.5%	i	-15.2%	9.9%	11.3%	-8.1%	1.6%	9.0
C=CCn1c(N)c(C(=O)N2CCOCC2)sc1=S	0.0	-4.3%	i	-8.4%	12.0%	9.4%	0.3%	1.9%	2.0
CN(CC(=O)Nc1ccc(Cl)cc1)S(=O)(=O)c1cccc2cccnc12	0.0	-3.7%	i	5.3%	3.1%	19.7%	19.2%	0.4%	7.0
COCCNC(=O)C(c1ccc(F)cc1)N(CCOC)C(=O)CCC(=O)Nc1nccs1 (centres undefined)	19.0	-2.6%	i	-2.4%	-28.3%	-1.4%	0.3%	-13.6%	7.0
C/C(=C\C(=O)O)CC(=O)O	0.0	-9.9%	i	-11.4%	1.6%	16.8%	-0.2%	-0.8%	0.0	PMK inhibit pilot replicates=4.5;MK inhibit pilot replicates=0.0;DPM-DC inhibit pilot screen %=2.5
COc1c(Br)cc(Br)cc1C(=O)O	15.0	1.8%	i	6.0%	/	4.7%	0.8%	6.8%	7.0
COc1ccc(OC)c(NC(=O)Cn2c(=O)oc3ccccc32)c1	0.0	-5.4%	i	3.7%	0.1%	4.0%	4.7%	7.8%	6.0
COC(=O)c1ccc(C2C(C(=O)Nc3ccc(C)cc3C)=C(C)Nc3ncnn32)cc1 (centres undefined)	6.0	-1.9%	i	-6.6%	0.6%	8.4%	-3.7%	-3.5%	3.0
COc1ccc2cc(C(c3nnnn3C3CCCC3)N3CCc4ccccc4C3)c(=O)[nH]c2c1 (centres undefined)	9.0	-11.0%	i	3.1%	6.8%	19.2%	7.4%	-12.8%	5.0
COc1nc(-c2ccccc2)ccc1-c1noc(-c2ccco2)n1	3.0	1.0%	i	-7.1%	14.7%	12.3%	-3.0%	-5.7%	5.0

Molecules from the list above with a cyano group (two):
SMILES	PMK inhibit	Bfl-1 displacement	DPM-DC inhibit	HPDE-C7 cytotoxicity	LYP inhibition	TNAP inhibition	HPDE-C7K KRASV12	HT1080 cytotoxicity	MK inhibit	others
CC1CCN(Cc2c(C#N)c3ccccc3n2C)CC1	11.0	-7.4%	i	-9.2%	1.5%	6.4%	3.1%	-5.2%	7.0
CCCCCCOC(=O)C(C#N)c1nc2ccccc2nc1N1CCOCC1 (centres undefined)	5.0	1.9%	i	-15.2%	3.8%	16.0%	-4.2%	17.2%	6.0

Back to the main list, starting 3 compounds before the break.
SMILES	PMK inhibit	Bfl-1 displacement	DPM-DC inhibit	HPDE-C7 cytotoxicity	LYP inhibition	TNAP inhibition	HPDE-C7K KRASV12	HT1080 cytotoxicity	MK inhibit	others
COC(=O)c1ccc(C2C(C(=O)Nc3ccc(C)cc3C)=C(C)Nc3ncnn32)cc1 (centres undefined)	6.0	-1.9%	i	-6.6%	0.6%	8.4%	-3.7%	-3.5%	3.0
COc1ccc2cc(C(c3nnnn3C3CCCC3)N3CCc4ccccc4C3)c(=O)[nH]c2c1 (centres undefined)	9.0	-11.0%	i	3.1%	6.8%	19.2%	7.4%	-12.8%	5.0
COc1nc(-c2ccccc2)ccc1-c1noc(-c2ccco2)n1	3.0	1.0%	i	-7.1%	14.7%	12.3%	-3.0%	-5.7%	5.0
O=C(CSc1nc2ccccc2nc1SCC(=O)N1CCCCC1)N1CCCCC1	10.0	-5.1%	i	-21.5%	/	4.9%	-28.0%	-3.0%	6.0
COc1ccc(C(=O)NC2CCN(S(=O)(=O)Cc3ccccc3)CC2)c(OC)c1	11.0	-7.7%	i	-2.0%	/	3.1%	1.4%	-6.0%	0.0
Cc1ccc(CNC(=O)CN2CCN(Cc3ccc(C)cc3)C2=O)cc1	0.0	0.0%	i	-20.9%	/	1.8%	-18.7%	/	2.0
O=C(Cc1cccs1)N1CCC(c2nc3c(nnn3Cc3ccccc3)c(=O)[nH]2)CC1	10.0	8.0%	i	4.6%	-1.7%	4.5%	-2.1%	-0.8%	6.0
CCOC(=O)N1CCN(C(=O)C2CCN(S(C)(=O)=O)CC2)CC1	2.0	0.7%	i	-5.8%	10.9%	-9.1%	-14.0%	7.7%	12.0
COc1ccc2[nH]c(=O)c(CN(CCc3ccccc3)Cc3nnnn3CC3CCCO3)cc2c1 (centres undefined)	12.0	0.1%	i	/	/	6.7%	/	-7.3%	2.0
O=C(Nc1nc2ccccc2n1CCN1CCCC1)c1ccc(Cl)cc1	0.0	-0.4%	i	59.6%*	17.9%	-1.4%	62.1%*	8.0%	10.0
CC(=O)N1CCc2cc(C(=O)CN3CCN(c4cccc(Cl)c4)CC3)ccc21	6.0	-5.1%	i	3.4%	0.9%	2.1%	-4.0%	-1.0%	0.0
Cc1ccccc1CS(=O)(=O)Cc1ccc(C(=O)N2CCOCC2)o1	17.0	-2.0%	i	2.9%	3.3%	2.4%	-10.5%	1.8%	0.0
COC(=O)/C(C#N)=C1/SC=C(C)N1c1ccccc1	4.0	-2.3%	i	-9.1%	1.5%	10.6%	1.1%	19.5%	1.0
CCOc1ccc(C(C)=O)cc1Cn1nc(C(=O)O)c2ccccc2c1=O	9.0	-5.3%	i	23.3%	2.4%	12.6%	33.8%	6.8%	4.0
CC(C)CCOc1ccc(C(=O)CCNC(C)C(=O)O)cc1 (centres undefined)	13.0	-1.8%	i	-12.4%	9.7%	11.5%	-0.2%	5.1%	4.0
Cc1ccc(-c2[nH]nc3c2C(c2ccc(OC(=O)N4CCOCC4)cc2)C(C#N)=C(N)O3)cc1 (centres undefined)	13.0	-2.1%	i	6.6%	14.2%	14.1%	15.4%	28.4%	0.0	PMK inhibit pilot replicates=0.5;MK inhibit pilot replicates=0.0;DPM-DC inhibit pilot screen %=1.0
CCC(C)NC(=O)c1c(-c2cc(Cl)c(OC)c(Cl)c2)noc1C (centres undefined)	6.0	-3.4%	i	-12.7%	/	3.7%	5.6%	2.7%	5.0
O=C(Nc1ccc2c(c1)CCC2)C1COc2ccccc2O1 (centres undefined)	15.0	-5.2%	i	-8.4%	/	14.1%	-0.2%	-8.2%	0.0
O=S(=O)(c1ccc2ccccc2c1)N(CC(O)CN1CCOCC1)c1ccccc1 (centres undefined)	1.0	-1.9%	i	-8.0%	1.6%	9.9%	-11.1%	7.5%	4.0	PMK inhibit pilot replicates=1.0;MK inhibit pilot replicates=0.0;DPM-DC inhibit pilot screen %=0.0
O=C(NCCC1=CCCCC1)C1CCN(c2nnc(-n3cccc3)s2)CC1	4.0	6.3%	i	-6.3%	-3.6%	1.2%	0.8%	-10.1%	4.0
O=c1c(Cl)c(NCCO)ncn1-c1ccccc1	0.0	-4.2%	i	/	-1.4%	5.8%	/	-2.2%	5.0
COc1ccccc1C(=O)N(Cc1nc(-c2ccc(Cl)cc2)no1)C(C)C	16.0	-5.2%	i	-11.3%	15.7%	13.0%	0.1%	5.4%	3.0
Cc1nc2sc(C(c3ccc(F)cc3)N3CCN(C(=O)c4ccco4)CC3)c(O)n2n1 (centres undefined)	16.0	4.8%	i	-8.9%	-0.8%	1.5%	1.3%	-1.2%	1.0
CCC(C)NS(=O)(=O)c1ccc(NC(=O)c2c(-c3ccccc3)noc2C)cc1 (centres undefined)	4.0	-0.2%	i	5.1%	-1.6%	10.5%	5.6%	0.8%	0.0
Cc1ccc2c(c1)C(c1ccccc1)N(C(=O)C(C)C)CC(=O)N2 (centres undefined)	4.0	9.8%	i	-22.3%	13.5%	-6.8%	-8.7%	-8.8%	7.0
COC(=O)c1ccc(CN2CCN(Cc3ccc(C(=O)OC)o3)CC2)o1	18.0	4.0%	i	3.8%	/	2.3%	4.3%	5.8%	0.0
CCN(C1CCCCC1)S(=O)(=O)c1ccc(C(=O)O)cc1	0.0	-9.4%	i	-15.0%	9.0%	8.8%	-4.9%	-7.6%	8.0
CCOC(=O)c1cccc(NC(=O)CSc2nnc(C)n2Cc2ccccc2)c1	9.0	-1.4%	i	-4.1%	7.8%	20.7%	4.5%	-10.0%	0.0
